Compound activity from PubChem.
D1 agonist: human D1 receptor agonism | activation, % at 2 µM | 360,000 tested, 1% active | P21728 | HEK293 T-REx D1 cells, calcium flux, agonist mode; in the data active means activation above about 30%; further: 0% is about no effect
Target sequence (P21728 whole entry, looked up): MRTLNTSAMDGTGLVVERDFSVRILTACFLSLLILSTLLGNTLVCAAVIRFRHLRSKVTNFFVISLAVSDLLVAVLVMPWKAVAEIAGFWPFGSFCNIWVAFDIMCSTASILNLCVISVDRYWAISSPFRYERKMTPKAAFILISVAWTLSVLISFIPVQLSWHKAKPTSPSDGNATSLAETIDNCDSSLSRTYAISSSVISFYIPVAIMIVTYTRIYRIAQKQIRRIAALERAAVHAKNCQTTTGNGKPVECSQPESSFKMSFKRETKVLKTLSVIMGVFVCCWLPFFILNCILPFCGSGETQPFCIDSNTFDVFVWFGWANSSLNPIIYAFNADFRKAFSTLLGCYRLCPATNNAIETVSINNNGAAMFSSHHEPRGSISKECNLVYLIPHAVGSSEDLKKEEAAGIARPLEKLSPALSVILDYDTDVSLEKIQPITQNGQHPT
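Inducible HEK293 T-REx D1 cells, force-coupled to calcium signalling, were plated at 4000 cells/well with tetracycline and held overnight at 30 C. After no-wash calcium dye loading, compound-evoked calcium rise over 180 s flagged agonists.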
RXFP1 antag: antagonists of human relaxin receptor RXFP1; Q9HBX9; HEK293-RXFP1, relaxin-stimulated cAMP HTRF, 30 min; stronger effect = lower value; activity change, negative = inhibition, % at 57.5 µM; 350,000 tested, 0.59% active;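 active means activity change of -60% or lower, but not beyond a set lower limit; inconclusive means change between -60% and -40%, or beyond the set limit; inactive means change above -40%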; further: on the % scale 0 is the no-effect control and ±100 the full control effect
Apoferritin bind: candidate novel general anesthetic via apoferritin binding; apoferritin/1-aminoanthracene competitive binding, fluorescence; Potency, µM (doses to about 77.5 µM), for the others: top-dose activity change, negative = displacement, most hits filed as inhibitors; 350,000 tested, 0.074% active; AID 485281; further: potency means the concentration at half of the fitted maximal effect; on the % scale 0 is the no-effect control and ±100 the full control effect; nearly all actives have a fitted effect of over 20% in size
Target sequence (P02791 2-175 limits assumed): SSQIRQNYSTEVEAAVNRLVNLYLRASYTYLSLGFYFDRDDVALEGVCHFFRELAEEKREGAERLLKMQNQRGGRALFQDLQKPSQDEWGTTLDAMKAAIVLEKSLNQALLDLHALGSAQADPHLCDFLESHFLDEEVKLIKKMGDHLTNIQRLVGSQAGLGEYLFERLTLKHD
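Concentration-response curves derived by four-parameter Hill fitting of normalized fluorescence, where compounds displaced 1-AMA from 10 uM horse apoferritin following a brief 10 min room-temperature incubation; propofol titration acted as positive control.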
D2 potentiator: positively modulates the human D2 dopamine receptor allosterically | P14416 | HEK293 T-REx D2, calcium flux, EC20 dopamine potentiation | potentiation, % at 10 µM | 340,000 tested, 0.34% active | AID 485347;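 active means potentiation over 3 SD above the plate norm, cut at about 30% in these data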; further: 0% is about no effect
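Cells plated with tetracycline inducer and held overnight at 30 C; calcium dye loaded 30–90 min at room temperature; baseline taken, compound added and read 180 s; EC20 dopamine then added and read 180 s.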
RXFP1 agonist: agonists of human relaxin receptor RXFP1; Q9HBX9; HEK293T-RXFP1 cAMP TR-FRET, 30 min; response scale: percent of porcine relaxin response, buffer zero; Potency, µM (top dose mostly 57.5 µM), inactives show at the top dose activation, actives largely listed as activators; 370,000 tested, 0.3% active; AID 2676; further: potency means the concentration at half of the fitted maximal effect; on the % scale 0 is the no-effect control and ±100 the full control effect; nearly all actives have a fitted effect of over 60% in size; many of its hits are not listed in these tables
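HEK293 cells stably expressing RXFP1, treated 30 min at 37C with compounds plus PDE4 inhibitor Ro 20174; cAMP measured by HTRF TR-FRET. Normalized to buffer and 29 nM porcine relaxin; EC50 by Hill fit.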
D1 PAM: potentiators of human D1 dopamine receptor | P21728 | HEK293 TREx D1 cells, calcium flux, dopamine EC20 potentiation | potentiation, % at 10 µM | 360,000 tested, 0.036% active | AID 504651; in the data active means potentiation above about 30%; further: 0% is about no effect
D1 antagonist: human D1 dopamine receptor antagonism; 360,000 tested, 3.2% active; activity change, negative = inhibition, % at 10 µM; AID 504652; P21728; HEK293 TREx D1 cells, calcium flux, dopamine EC80; stronger effect = lower value; in the data active means activity change below about -30%; further: on the % scale 0 is the no-effect control and ±100 the full control effect
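Cells carrying a force-coupled, tetracycline-inducible human D1 receptor report calcium flux. Each well gets a 10 s baseline, compound with 180 s monitoring, then an EC80 dopamine stimulus with a second 180 s kinetic read.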
TRHR PAM: TRH receptor (human) allosteric enhancement; P34981; TRHR cells, fluo-8 calcium fluorescence, EC20 TRH enhancement; enhancement, % at 2 µM; 360,000 tested, 0.66% active; AID 493056; in the data active means enhancement above about 30%; further: 0% is about no effect
Target sequence (P34981 whole entry, looked up): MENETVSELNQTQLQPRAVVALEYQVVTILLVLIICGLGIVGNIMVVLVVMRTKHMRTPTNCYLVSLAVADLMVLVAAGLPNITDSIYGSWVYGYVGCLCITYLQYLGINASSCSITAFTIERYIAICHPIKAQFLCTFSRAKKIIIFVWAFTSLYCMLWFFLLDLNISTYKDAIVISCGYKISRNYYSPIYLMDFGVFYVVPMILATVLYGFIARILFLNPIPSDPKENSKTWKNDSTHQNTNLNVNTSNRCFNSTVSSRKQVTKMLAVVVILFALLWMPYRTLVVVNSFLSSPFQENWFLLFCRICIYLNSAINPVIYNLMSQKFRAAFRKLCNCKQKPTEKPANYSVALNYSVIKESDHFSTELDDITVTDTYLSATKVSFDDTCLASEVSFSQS
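Enhancer read-out: after compound pinning and an initial kinetic agonist-mode read, an EC20 of TRH (10 nM final) was injected and fluo-8 calcium signal (Ex 480/Em 530) followed at 1 s/cycle for 100 cycles in TRHR-expressing cells.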
TRHR agonist: TRH receptor (human) agonism; activation, % at 2 µM; AID 493084; P34981; TRHR cells, calcium flux fluo-8, FDSS agonist mode; 360,000 tested, 0.18% active; in the data active means activation above about 30%; further: 0% is about no effect
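TRHR-expressing cells loaded with fluo-8 calcium dye; 23 nL library compound pin-transferred, kinetic FDSS fluorescence (Ex 480/Em 530) recorded about 180 s for agonist-induced calcium release, before a 10 nM TRH EC20 addition for potentiator mode.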
Starred values were filed as active, the others as inactive; ? = inconclusive; . = no result given; & = joins results of further samples; [ ] = remark or other dose. Unless noted, the call rests on the fitted dose curve; in most records, active means well fitted curve in the direction sought with a large enough effect; inconclusive means small, poorly fitted or top-dose-only effect, or another doubt; inactive means no such curve, though single readings can be large; an effect the other way counts as inactive or inconclusive. Only part of the results is shown, so the mix of outcomes need not match the whole.

SMILES	D1 agonist	RXFP1 antag	Apoferritin bind	D2 potentiator	RXFP1 agonist	D1 PAM	D1 antagonist	TRHR PAM	TRHR agonist
Cn1cnc(S(=O)(=O)Nc2ccccc2C(=O)NCC2CC2)c1	3	17	-14%	4	0.0%	4	-10	2	0.3
CC(C(=O)NC(=O)NC1CCCCC1)N(C)CC(=O)Nc1ccc(F)c(F)c1F (configuration not stated)	5	-6	.	-4	-0.1%	0	-3	2	0.8
c1coc(-c2nc3n(n2)C2(CCCCC2)[C@@H]2CCCC[C@@H]2N3)c1	1	-16	-23%	-13	4.4%	2	19	1	1.1
O=C(NCCCN1CCOCC1)c1ccccc1NS(=O)(=O)c1cc([N+](=O)[O-])ccc1Cl	1	-19	-7%	1	0.5%	1	-1	8	0.3
CCn1c(SCC(=O)NCCc2ccc(Cl)cc2)nnc1-c1cccs1	0	-4	-14%	.	-0.1%	-5	11	-4	-0.3
COc1cc(NC(=O)CCn2c(=O)[nH]c3ccsc3c2=O)cc(OC)c1	17	1	-1%	11	-0.5%	-1	24	5	0.6
CCOC(=O)c1sc(NN=C(C(=O)OC)C(=O)OC)c(C(=O)OCC)c1C	3	7	-15%	17	-2.0%	-9	-10	-2	0.6
COc1ccc(NS(=O)(=O)c2ccc3c(c2)CCN3C(=O)CCC(=O)O)cc1OC	2	2	-1%	6	1.4%	0	-15	6	-0.1
COc1ccc2[nH]c(=O)c(CNc3ccc(C)cc3C)cc2c1	15	-8	59%[activator]	0	5.6%	-6	-14	-3	9.3
COc1cccc(N2CCN(C3CC(=O)N(c4ccc(F)c(Cl)c4)C3=O)CC2)c1 (configuration not stated)	10	10	7%	9	-1.2%	0	-5	3	-0.3
CN(C)c1nc2c(N)ncnc2n1[C@H]1O[C@@H](CO)[C@H](O)[C@@H]1O	0	0	-3%	-3	0.0%	-8	-3	-5	0.4
Cc1ccc(S(=O)(=O)N(C)CC(=O)N/N=C/c2ccc(C)o2)cc1	5	3	-8%	21	-9.6%	-3	-1	6	-0.2
O=C(c1ccc2c(=O)n(-c3ccccc3)c(=O)[nH]c2c1)N1CCN(c2ccc(F)cc2)CC1	1	-10	-8%	1	0.8%	-6	12	-3	-0.8
COc1cc2c(c3oc(-c4ccccc4)cc(=O)c13)C=CC(C)(C)O2	5	.	?	3	1.2%	-2	-6	0	-0.2
Cn1cc(CN2CCN(Cc3ccccc3)C(CCO)C2)c(-c2ccccc2)n1 (configuration not stated)	1	-2	-6%	1	-2.0%	-5	-6	2	-0.2
COCc1ccc(C(=O)N2CCCC(Nc3ccc(F)c(F)c3)C2)s1 (configuration not stated)	2	-6	-13%	-7	-0.4%	-5	-9	-1	-0.3
Clc1ccc(OCc2nn3c(-c4ccccc4)nnc3s2)c(Cl)c1	3	-9	-9%	1	2.4%	-2	23	-2	-0.1
CCOc1cc(N2CCOCC2)c(OCC)cc1NS(=O)(=O)c1cc(NC(C)=O)ccc1OC	0	4	-5%	2	-0.4%	2	1	3	0.1
COC1(c2cc(-c3ccccc3)nc(N)n2)CCCCC1	3	-13	?	1	0.2%	-4	-3	-2	0.5
CCOC(=O)c1ccccc1NC(=O)C1COc2ccccc2O1 (configuration not stated)	7	-2	2%	24	0.4%	2	19	-14	0.9
CCN(CC)C(=O)Cn1cc(C(=O)C(=O)N2CCN(C)CC2)c2ccccc21	-1	-6	-8%	-4	-0.3%	-3	-2	-7	-0.1
Cc1ccc(NC(=O)CSc2nnc(CNC(=O)c3ccco3)o2)cc1	12	-1	-1%	-10	-0.6%	-17	-8	5	-0.7
COc1ccc2[nH]c(C(=O)N3CCNCC3)cc2c1OC	2	2	-15%	-8	-0.4%	-4	-41*	5	-0.4
O=C(O)c1cc(S(=O)(=O)NC23CC4CC(CC(C4)C2)C3)ccc1Cl	3	9	5%	-9	-0.4%	-2	5	-11	0.9
N=C1/C(=C\c2ccc(SCc3ccco3)o2)C(=O)N=C2SC=NN12	26	-25	-20%	-7	-3.0%	1	10	13	-0.1

Other structures follow.
SMILES	D1 agonist	RXFP1 antag	Apoferritin bind	D2 potentiator	RXFP1 agonist	D1 PAM	D1 antagonist	TRHR PAM	TRHR agonist
COc1ccccc1C(=O)Nc1ccc(C(=O)Nc2ccccc2C(=O)O)cc1	-1	-18	-3%	-2	2.0%	-9	14	-2	-1.3
O=c1[nH]c(=O)n(-c2ccccc2)c2c1C(C(F)(F)F)(C(F)(F)F)N=C(CCC1CCCCC1)N2	17	.	-14%	11	0.9%	-6	0	-2	3.9
CN(Cc1ccccc1)C(=O)c1cc2ccccc2o1	0	-11	?	-7	2.1%	-6	-23	-2	-0.4
NC(=S)Nc1ccc(S(=O)(=O)c2ccc(NC(N)=S)cc2)cc1	1	-1	-10%	0	1.7%	-6	5	5	0.5
NC(=O)c1c(-c2cccs2)csc1N	1	6	-1%	8	1.0%	4	0	1	0.3
Cn1c(=NCC(O)COc2ccccc2)sc2ccccc21 (configuration not stated)	2	-23	-22%	3	0.5%	-6	-1	-11	1.6
COC(=O)c1cc(S(=O)(=O)N2CCC(C)CC2)cn1C	3	-8	-3%	-13	-0.6%	-2	-8	4	-0.4
O=C(NCc1ccc2c(c1)CCO2)Nc1cccc(C(F)(F)F)c1	5	-21	-16%	-8	-0.1%	2	-17	-2	0.5
CC(C)CNc1ncnc2c1sc1nc(N3CCOCC3)c3c(c12)CC(C)(C)OC3	3	-7	-7%	4	?	-7	-13	-6	-0.5
O=C(NC1CCCCC1)C1CC(=O)N(c2ccc(Cl)cc2)C1 (configuration not stated)	3	-6	-2%	6	-0.1%	3	-7	-7	-0.6
Cc1cccn2c(=O)c3cc(C(=O)NC4CCCCC4)n(C)c3nc12	3	3	-1%	-6	5.2%	1	-3	-3	0.6
Cc1nnsc1C(=O)N/N=C/c1ccc2ccccc2c1O	138*	27	5%	5	0.1%	5	6	15	65*
CC(=O)N1c2ccc(S(=O)(=O)NCCC(=O)N(C)Cc3ccccc3)cc2CC1C (configuration not stated)	1&3	-8&-14	-8%&-5%	3&-1	-0.1%&3.0%	1&-2	-4&-19	6&5	-0.2&-0.3
NS(=O)(=O)c1ccc(CCNc2ccccc2[N+](=O)[O-])cc1	2	-4	4%	-13	-0.1%	4	-25	-5	-0.5
NNC(=O)Cn1c(-c2ccccc2)cc2ccccc21	12	-10	-16%	5	1.3%	4	-11	11	1.8
Cc1cccc(C)c1NC(=O)CNC(=O)c1ccc2c(c1)OCCO2	8	-3	.	.	0.3%	.	15	0	0.1
O=C1C(=O)N(CCCn2ccnc2)C(c2ccc(Cl)cc2)/C1=C(\O)c1ccc2c(c1)OCCO2 (configuration not stated)	0	11	-3%	-7	?	0	1	-1	0.6
CC[C@@H](C)C(NC(=O)OC(C)(C)C)c1cn([C@@H](Cc2cc3ccccc3[nH]2)C(=O)N2CCN(C(=O)OC(C)(C)C)CC2)nn1 (some centres not stated)	-5	.	?	.	2.4%	-2	23	-14	-0.1
N#CCCN(C(=O)COC(=O)COc1ccc(Cl)cc1)c1ccccc1	6	12	-5%	4	-0.7%	-2	-13	11	0.1
Cc1ccc(Nc2nc3ccccc3o2)cc1F	5	-13	?	-14	-1.3%	-2	16	8	-1.1
O=C(N1CCCC1)C12CC3CC(C1)CC(C(=O)N1CCCC1)(C3)C2	2	0	3%	11	1.0%	-10	48	6	-0.3
Cc1ccccc1Nc1nc(-c2sc(NC(=O)c3ccco3)nc2C)cs1	4	.	-15%	-10	1.1%	-1	14	-2	0.6
Cn1cccc1C(=O)NCC(c1ccc(F)cc1)N1CCOCC1 (configuration not stated)	1	-2	-8%	-2	-2.3%	-1	-28	3	-0.3
O=C(Nc1cccc(NC(=O)c2ccccc2Cl)c1)c1ccc(F)cc1	11	-5	-16%	11	-2.4%	3	-22	0	-1.5
CC(=O)NS(=O)(=O)c1ccc(NC(=O)C2c3ccccc3Oc3ccccc32)cc1	0	-6	-7%	-4	0.6%	0	-8	33*	1.6

Continuation:
SMILES	D1 agonist	RXFP1 antag	Apoferritin bind	D2 potentiator	RXFP1 agonist	D1 PAM	D1 antagonist	TRHR PAM	TRHR agonist
CCN(CCCNC(=O)c1nn(-c2ccc(OC)cc2)c(=O)c2c1c1ccccc1n2C)c1cccc(C)c1	-1	5	-10%	-2	5.8%	0	7	7	0.5
COc1cccc(OC)c1C(=O)Nc1ccc2c(c1)OCCO2	2	8	-9%	5	1.2%	1	-4	1	0.1
O=C1CCCCC1Sc1nnc(Nc2ccccc2)s1 (configuration not stated)	3	8	?	-3	-0.9%	0	29	13	0.2
CCN(CC(=O)NC1CCS(=O)(=O)C1)C(=O)c1ccc(S(=O)(=O)N(CC)CC)cc1 (configuration not stated)	3	1	.	1	0.2%	5	4	3	0.0
COc1cc(/C=N/NC(=O)c2cccc([N+](=O)[O-])c2)ccc1OCc1ccccc1	0	8	459%[activator]	8	8.5%	-2	-5	6	0.4
COC(=O)CSc1nnc([C@H](Cc2ccccc2)NC(=O)OC(C)(C)C)o1	3	-11	-17%	3	-0.8%	-11	-23	5	-0.2
O=C(O)c1cc(NC(=O)c2ccc3c(c2)C(=O)N(Cc2cccnc2)C3=O)cc(C(=O)O)c1	0	-7	1%	-3	7.4%	-2	7	0	0.5
CCOc1ccc(NC(=O)N2CCOc3ccccc32)cc1	-1	-6	?	5	?	0	8	10	0.2
N#Cc1cc(C(=O)c2cc(Br)ccc2O)cn(C2CCCCC2)c1=O	20	-4	?	10	0.2%	-6	-10	-1	1.6
COc1ccc(NC(=O)C(NC(=O)c2ccccc2)C(C)C)cc1 (configuration not stated)	2	-4	-9%	0	-3.5%	4	-11	-6	-0.4
Cc1[nH]nc2c1C(C(C)c1ccccc1)C(C#N)=C(N)O2 (configuration not stated)	1	-18	-4%	10	4.6%	-3	4	-8	0.2
CCn1c2c(c3cc(Br)ccc31)CCC/C2=N\O	2	-22	-20%	-8	?	-8	-8	-5	0.3

In the list so far, three contain a cyano group:
SMILES	D1 agonist	RXFP1 antag	Apoferritin bind	D2 potentiator	RXFP1 agonist	D1 PAM	D1 antagonist	TRHR PAM	TRHR agonist
N#CCCN(C(=O)COC(=O)COc1ccc(Cl)cc1)c1ccccc1	6	12	-5%	4	-0.7%	-2	-13	11	0.1
N#Cc1cc(C(=O)c2cc(Br)ccc2O)cn(C2CCCCC2)c1=O	20	-4	?	10	0.2%	-6	-10	-1	1.6
Cc1[nH]nc2c1C(C(C)c1ccccc1)C(C#N)=C(N)O2 (configuration not stated)	1	-18	-4%	10	4.6%	-3	4	-8	0.2
